# sEH inh: soluble epoxide hydrolase inhibitors, primary screen, biochemical, human sEH | Bifunctional epoxide hydrolase 2 (Homo sapiens), P34913 | recombinant human sEH enzymatic activity assay | inhibition, % at 2 µM | actives 0.34% (n = 91,000) | AID 707, 2007; in the data active = inhibition above about 80%; note: values of inactives mirror those of a sister screen read the other way; many of its hits are not listed in these tables
# Target sequence (P34913 whole entry, looked up): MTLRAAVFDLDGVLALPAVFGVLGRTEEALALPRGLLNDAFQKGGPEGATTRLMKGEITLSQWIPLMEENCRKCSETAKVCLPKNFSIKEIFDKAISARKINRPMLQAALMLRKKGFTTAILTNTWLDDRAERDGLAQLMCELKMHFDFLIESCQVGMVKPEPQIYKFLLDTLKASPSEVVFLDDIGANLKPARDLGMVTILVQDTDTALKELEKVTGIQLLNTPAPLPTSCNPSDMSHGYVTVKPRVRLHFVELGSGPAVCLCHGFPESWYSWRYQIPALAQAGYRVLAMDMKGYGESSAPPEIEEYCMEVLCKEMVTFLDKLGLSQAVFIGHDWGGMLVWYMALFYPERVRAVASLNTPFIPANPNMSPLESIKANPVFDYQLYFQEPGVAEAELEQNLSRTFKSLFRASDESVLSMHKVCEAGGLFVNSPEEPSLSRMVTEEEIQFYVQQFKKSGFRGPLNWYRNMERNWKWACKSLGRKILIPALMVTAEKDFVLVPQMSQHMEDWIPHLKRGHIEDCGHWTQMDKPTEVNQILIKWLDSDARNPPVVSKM
# sEH act: soluble epoxide hydrolase activators, primary screen, biochemical, human sEH; Bifunctional epoxide hydrolase 2 (Homo sapiens), P34913; purified human sEH enzymatic activity, activator screen; activation, % at 2 µM; actives 0.04% (n = 91,000); in the data active = activation above about 37%; note: values of inactives mirror those of a sister screen read the other way
# S1P2 ag: S1P2 receptor agonists, primary screen, cell-based | S1P2-expressing cell line, agonist reporter read-out | activation, % at 4.5 µM | actives 0.46% (n = 97,000) | AID 729, 2007; in the data active = activation above about 16%;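 note: 0% = vehicle low control and 100% = maximal reference agonist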
# Target sequence (O95136 whole entry, looked up): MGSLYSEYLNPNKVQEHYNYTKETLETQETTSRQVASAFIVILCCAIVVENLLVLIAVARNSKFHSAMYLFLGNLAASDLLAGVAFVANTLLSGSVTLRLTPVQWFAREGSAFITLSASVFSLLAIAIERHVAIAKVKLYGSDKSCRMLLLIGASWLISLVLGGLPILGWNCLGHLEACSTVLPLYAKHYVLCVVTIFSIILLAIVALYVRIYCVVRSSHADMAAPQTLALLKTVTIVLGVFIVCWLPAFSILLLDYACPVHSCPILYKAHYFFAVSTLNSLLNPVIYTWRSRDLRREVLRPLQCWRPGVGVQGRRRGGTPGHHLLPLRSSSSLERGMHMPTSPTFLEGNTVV
# HUVEC inhibit: inhibitors of HUVEC proliferation, primary screen, cell-based, 384-well | CellTiter-Glo luminescence, 72 h; active compounds read low | viability, % at 10 µM (by protocol) | actives 1.1% (n = 86,000) | AID 648, 2007;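 active = viability at or below 30%; inactive = viability above 30%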;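 note: 100% = median luminescence of DMSO-only cell control wells on each plate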
# S1P2 blocker: human S1P2 receptor antagonists, primary screen, cell-based; Sphingosine 1-phosphate receptor 2 (Homo sapiens), O95136; cell-based S1P2 antagonist assay, inhibition at 5 uM; inhibition, % at 5 µM; actives 0.21% (n = 97,000); in the data active = inhibition above about 45%;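 note: CRE beta-lactamase reporter cells expressing human S1P2 stimulated with S1P; 0% = agonist at EC80 alone and 100% = agonist plus reference antagonist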
# H69AR inhibit: proliferation blockers of H69AR lung cancer cells, primary screen, cell-based, human, 86K library; actives 6% (n = 85,000); H69AR lung tumor viability, ATP luminescence, 72 h; active compounds read low; viability, % at 10 µM;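 active = viability at or below 40%; inactive = viability above 40%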;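 note: multidrug resistant small cell line overexpressing MRP-1 efflux transporter; 100% = mean luminescence of untreated control wells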
# PostGolgi ctrl: growth inhibition of yeast control strain, primary screen, counter-screen for post-Golgi transport modulator project; efflux-deficient yeast background strain, growth absorbance A615, 16 h; inhibition, % at 10 µM; actives 5% (n = 98,000); in the data active = inhibition above about 30%
# PTPN22 act: LYP phosphatase activators, primary screen, biochemical, DiFMUP fluorescence, 2 µM; recombinant LYP; 0 = plate median, 100 = signal doubled; activation, % at 2 µM; actives 0.11% (n = 96,000); Tyrosine-protein phosphatase non-receptor type 22 (Homo sapiens), Q9Y2R2;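 active = activation at 2 µM above a set limit, the mean plus 5 SD, cut at about 37% in these data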
# Lung fibro prol: antiproliferative effect on LL 47 fibroblasts – human, LL 47 cells, CellTiter-Glo luminescence, primary screen. viability, % at 10 µM. LL 47 human lung fibroblast viability, ATP luminescence; active compounds read low. AID 719, 2007. actives 1.1% (n = 85,000);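 active = viability at or below 50% in the single dose screen; inactive = viability above 50%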;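 note: compound exposure lasted 72 h before the ATP readout; 100% = median luminescence of untreated cell-only wells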
#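 Test system: LL 47 human lung fibroblasts / Incubation: 72 h compound exposure at 37 °C after overnight plating / Technique: luminescent ATP detection, CellTiter-Glo / Compound dosing: 0.1% DMSO in all compound wells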
# * marks the source's active call; other numbers are inactive results; · = no result given.
SMILES,sEH inh,sEH act,S1P2 ag,HUVEC inhibit,S1P2 blocker,H69AR inhibit,PostGolgi ctrl,PTPN22 act,Lung fibro prol
O=C(CN1C(=O)COc2ccccc21)N1CCN(c2ccccc2F)CC1,·,·,·,87,·,100,12,·,91
O=C1c2ccccc2C(=O)N1CCc1csc(-c2cccc(Cl)c2)n1,7,-5,-3,·,-6,·,7,11,·
O=C(O)c1ccc(NS(=O)(=O)c2cc(C(=O)O)ccc2Br)cc1,1,0,-6,94,10,99,5,-1,98
CCOC(=O)COc1cc(OCC(=O)OCC)c2c(=O)cc(-c3ccccc3)oc2c1,-15,15,-8,·,3,·,6,6,·
CCOC(=O)CSc1n[nH]c(-c2ccco2)n1,-20,19,-1,106,-17,94,4,1,103
Cc1onc(-c2c(F)cccc2Cl)c1C(=O)Nc1nnc(C2CC2)s1,10,-12,-13,80,-16,90,11,8,98
Cc1ccc(C)n1NC(=O)c1ccccc1Cl,-18,17,-1,92,-13,99,3,-2,95
COc1ccc(-n2c(Cc3cc(=O)[nH]c(=O)[nH]3)nnc2SCc2ccccc2)cc1,-12,13,-4,106,0,91,15,9,95
CC(C)(C)C(=O)O/N=C1/C(=O)N(c2ccccc2)c2ccccc21,3,-1,-7,·,4,·,40*,-1,·
COc1ccc(CNC(=O)CSCc2cnn(-c3ccccc3)c2-n2cccc2)cc1,44,-45,-4,109,-4,85,19,4,100
O=C1/C(=C/c2ccc([N+](=O)[O-])cc2)C=C(c2ccccc2)N1c1ccccc1,3,-1,-2,·,1,·,4,-3,·
O=C(NC1CCCCC1)NC1CC2CCCC(C1)N2C1CCCC1 (configuration not stated),32,-30,-9,112,1,86,6,-11,99
Cc1nn(C(=O)c2cccnc2)c(C)c1C,·,·,-2,98,-10,87,-5,11,100
COC(=O)c1cn(C(=O)OC)c2ccccc12,-8,12,0,87,-14,101,0,-4,95
CN(C)CCOc1ccccc1C(C)(C)C,0,-2,-2,92,20,99,17,-6,96

# Look-ups from the entries so far.
# COc1ccc(CNC(=O)CSCc2cnn(-c3ccccc3)c2-n2cccc2)cc1 in PostGolgi ctrl has 19
# O=C(NC1CCCCC1)NC1CC2CCCC(C1)N2C1CCCC1 (configuration not stated) in Lung fibro prol has 99
# Cc1nn(C(=O)c2cccnc2)c(C)c1C in H69AR inhibit has 87
# CCOC(=O)COc1cc(OCC(=O)OCC)c2c(=O)cc(-c3ccccc3)oc2c1 in sEH inh has -15
# O=C1/C(=C/c2ccc([N+](=O)[O-])cc2)C=C(c2ccccc2)N1c1ccccc1 in S1P2 ag has -2
# CN(C)CCOc1ccccc1C(C)(C)C in PTPN22 act has -6
# CCOC(=O)CSc1n[nH]c(-c2ccco2)n1 in S1P2 blocker has -17

# Next part
SMILES,sEH inh,sEH act,S1P2 ag,HUVEC inhibit,S1P2 blocker,H69AR inhibit,PostGolgi ctrl,PTPN22 act,Lung fibro prol
Cc1nnc(NC(=O)Nc2cccc(Cl)c2)s1,3,-1,-5,101,-8,86,18,-16,110
CCCCn1c(=O)c(C(=O)OCC)c(O)c2ccccc21,12,-12,-7,98,13,87,11,-7,94
COc1cc2c(cc1OC)CN(CC(=O)Nc1ccc(C#N)cc1)CC2,-6,7,-3,·,-26,·,-1,-7,·
COc1ccc(NC(=O)C(NC(=O)CNC(C)=O)c2ccc(C)cc2)cc1 (configuration not stated),-13,14,0,82,-12,95,9,2,92
COc1ccc(NC(=O)C2CC(=O)N(c3cccc(C)c3C)C2)cc1 (configuration not stated),6,-6,-3,88,20,·,-2,15,97
COc1ccc(OCC(O)Cn2c(Br)nc3c2c(=O)[nH]c(=O)n3C)cc1 (configuration not stated),3,-3,-3,94,7,35*,16,4,98
COc1ccc(CNC(=O)c2csc(Cc3ccc(OC)cc3)n2)cc1,6,-4,-4,·,2,·,7,0,·
C=CCOC(=O)C1=C(C)Nc2ncnn2C1c1cccs1 (configuration not stated),2,-5,-4,101,-13,84,15,-1,105
COC(=O)c1sc(NC(=O)c2ccoc2C)nc1C,9,-10,2,78,-26,66,·,2,74
Cc1sc(NC(=O)c2ccco2)c(C(c2ccncc2)N2CCOCC2)c1C (configuration not stated),9,-9,-8,95,12,90,33*,-4,89
CN(C)c1ccc(P(=O)(OCc2ccccc2)C(O)c2cccnc2)cc1 (configuration not stated),10,-11,-4,100,6,77,14,-2,104
C/C(=C\C(=O)c1ccc(Br)cc1)NCc1ccc(C)cc1,12,-12,-6,111,1,79,23,6,100
C=CCn1c(N)c(C(=O)NCC2CCCO2)c2nc3ccccc3nc21 (configuration not stated),-4,3,10,63,-11,68,5,-7,96
CCCC(=O)n1nc(-c2ccco2)nc1N,10,-12,-6,102,5,106,-5,7,100
O=C(Cc1cccs1)NCc1cccs1,-7,11,-3,90,-11,107,10,-2,102
Cc1cnn(-c2ccc3nnc(-c4ccc(Cl)cc4)n3n2)c1,-4,4,-5,108,-13,88,0,-15,95
CCn1c(COc2ccccc2C)nnc1SCC(=O)CC(=O)Nc1ccccc1,-1,-1,-2,85,-16,93,5,1,108
OCCN1CCN(c2ncnc3ccc(Br)cc23)CC1,·,·,-5,68,11,79,7,·,90
COC(=O)c1ccccc1NC(=O)N1CCN(C/C=C/c2ccccc2)CC1,-10,8,-5,81,4,86,11,7,106
O=C1CCCN1c1cccc(Br)c1,-2,8,-7,93,-3,97,·,-7,103
O=C1CC(C2CCCO2)C(=O)N1c1ccccc1 (configuration not stated),3,-3,-5,83,-10,81,·,0,96
COc1ccc(C2(O)CCN(CCCCOc3ccccc3)CC2)cc1,-3,1,-11,109,17,74,-1,-11,102
COc1ccc(C2CC(O)(C(C)(C)O)NO2)cc1 (configuration not stated),6,-5,-6,91,17,100,-5,0,105
COCC(=O)NC1CCN(CC(=O)Nc2ccc(OC)cc2[N+](=O)[O-])CC1,11,-8,-6,·,2,·,6,0,·
CNC(=O)c1csc(-c2ccccc2)n1,-3,5,-6,·,12,·,-5,7,·
Clc1ccc(NNc2ccnc3cc(Cl)ccc23)cc1,8,-4,-6,·,-13,·,28,-3,·
CCC(Sc1nc(=O)cc(N)n1-c1ccccc1)C(=O)Nc1cc(C)on1 (configuration not stated),4,-5,-4,96,5,85,8,1,96
O=C(c1cccc(F)c1)N1CCN(C(=O)c2cc3ncc(Br)cn3n2)CC1,-5,3,-2,96,-1,80,10,4,108
Cc1cc(-n2c(=O)c(C#N)cc3c(=O)n4cccc(C)c4nc32)no1,·,·,·,96,·,92,6,·,97
CC(C)n1c(SCC(=O)Nc2ccccc2N2CCCCC2)nc2c1c(=O)n(C)c(=O)n2C,6,-7,-1,96,-17,91,5,-5,85

# Complete entries from above.
# COc1ccc(OCC(O)Cn2c(Br)nc3c2c(=O)[nH]c(=O)n3C)cc1 (configuration not stated) as listed: sEH inh = 3; sEH act = -3; S1P2 ag = -3; HUVEC inhibit = 94; S1P2 blocker = 7; H69AR inhibit = 35*; PostGolgi ctrl = 16; PTPN22 act = 4; Lung fibro prol = 98
# OCCN1CCN(c2ncnc3ccc(Br)cc23)CC1 as listed: sEH inh = ·; sEH act = ·; S1P2 ag = -5; HUVEC inhibit = 68; S1P2 blocker = 11; H69AR inhibit = 79; PostGolgi ctrl = 7; PTPN22 act = ·; Lung fibro prol = 90

# (more compounds)
SMILES,sEH inh,sEH act,S1P2 ag,HUVEC inhibit,S1P2 blocker,H69AR inhibit,PostGolgi ctrl,PTPN22 act,Lung fibro prol
O=C(CN1CCOc2ccccc21)NCc1ccco1,-8,7,-5,93,11,102,4,14,100
Cc1cc(C)n(Cc2ccccc2Cl)n1,-11,9,2,99,2,95,9,0,94
Cc1cc(NC(=O)CSc2ccc3c(c2)OCCO3)no1,-25,24,-5,95,3,91,14,15,103
CC(=O)C1=C(C)NC(SCC(=O)c2ccc(F)cc2)=C(C#N)C1c1ccco1 (configuration not stated),·,·,-4,68,8,44,12,-11,89
C=C(C)C1Cc2c(C)nn(-c3ccccn3)c2C1 (configuration not stated),-18,15,-6,103,-23,53,1,-4,93
O=C(NNc1ccccn1)C(=O)NNS(=O)(=O)c1ccc(Cl)cc1,4,-7,-4,·,-26,·,31*,-1,·
CCOc1nc(C)ccc1-c1noc(-c2ccncc2)n1,-9,7,-3,116,-20,95,-3,12,99
CCOc1ccc2nc(SC3CC(=O)N(c4ccccc4)C3=O)sc2c1 (configuration not stated),3,0,-3,·,-14,·,16,-7,·
CCOc1ccc(C2CC(c3ccc(Br)cc3)Nc3nc(N)nn32)cc1 (configuration not stated),11,-8,0,100,-6,98,·,1,98
COc1cc2cc(CN(C(=O)Nc3ccccc3)C3CCCC3)c(=O)[nH]c2cc1OC,·,·,-7,88,1,57,6,-1,87
CCOc1ccc(NC(=O)N2CC=C(n3c(=O)[nH]c4ccccc43)CC2)cc1,6,-6,-8,91,16,72,8,-1,104
Nc1nncn1C(=O)CCCOc1ccccc1,-9,9,-6,97,11,92,-5,-1,96
CCOC(=O)/C=C1\SCC(=O)N1CC(=O)NC(C)C,3,0,0,·,7,·,9,6,·
COCC(C)NC(=O)CSc1nc(-c2ccccc2)c(-c2ccccc2)o1 (configuration not stated),2,-4,-2,·,2,·,11,4,·
CC1=NN(c2nc(-c3ccccc3)cs2)C(=O)C1,14,-11,-2,·,-7,·,26,-6,·
O=C(COC(=O)CC1CCCC1)Nc1cc2c(cc1Cl)C(=O)c1ccccc1C2=O,4,-5,-4,32,-29,19*,-16,-11,79
Cc1ccc(CNC(=O)/C=C/c2ccccc2Cl)cc1,43,-42,-2,·,26,·,0,-1,·
CCOC(=O)C1(S(=O)(=O)c2ccc(Cl)cc2)CCN(Cc2ccc(Cl)cc2)CC1,-13,10,-2,·,4,·,15,0,·
Cn1c(N2CCN(C(=O)NCc3ccccc3)CC2)nc2ccccc21,7,-8,-10,104,4,78,5,3,101
Cc1cc(C(F)(F)F)nn1CC(=O)N1CCOCC1,-8,10,-10,102,6,103,-3,-13,102
CCn1c2ccccc2c2cc(NC(=O)c3ccc([N+](=O)[O-])cc3)ccc21,-7,8,-8,·,-14,·,-14,-8,·
Cc1ccc(-c2noc(COc3ccc4c(c3)OCO4)n2)cc1,19,-17,-3,83,-11,85,·,7,100
CCC(C)(C(=O)NC1CCCC1)N(C(=O)c1ccccn1)c1ccc(C)cc1 (configuration not stated),-6,7,-1,110,-1,94,-1,-10,108
COc1ccc(-n2c(SCC(=O)Nc3ccc(C(=O)O)cc3)nnc2-c2cccs2)cc1,-1,1,-2,94,-3,99,-6,-11,101
COc1ccc(OC)c(S(=O)(=O)n2nnc3cc(Cl)ccc32)c1,-26,27,-5,99,21,109,15,1,103
FC(F)(F)c1ccc(N2CCOCC2)c(Nc2nc3ccccc3n3cnnc23)c1,·,·,0,·,14,·,52*,-5,·
COc1cccc(C(=O)Nc2ccc(C)cc2)c1,-2,0,-3,95,2,103,-5,2,·
CC1(C)CC(=O)C=C(NCCc2ccc(S(N)(=O)=O)cc2)C1,·,·,·,93,·,96,13,·,95
COc1ccc(C(C)=O)c2c1OCCO2,-21,19,-2,97,-6,94,0,1,97
O=C(COc1ccccc1)NNC(=S)NC(=O)c1ccc(Cl)cc1Cl,1,2,-4,78,9,67,·,9,94
N#Cc1ccccc1CSc1nc2ncc(Br)cc2[nH]1,·,·,·,74,·,90,9,·,108
Cc1cccc(N/C(N)=N/c2nc3c(c(=O)[nH]2)CCCC3)c1,9,-7,-6,108,-4,83,11,-6,104
Cc1nnc(SCc2cc(=O)[nH]c(N3CCCCC3)n2)s1,7,-9,-2,100,-3,86,·,7,94
COc1ccc(C2C(C#N)=C(N)OC3=C2C(=O)CC(C)(C)C3)c(OC)c1OC (configuration not stated),·,·,·,83,·,90,7,·,95
COc1ccc(C(c2nnnn2CCc2ccccc2)N2CCN(C3CCCC3)CC2)cc1 (configuration not stated),-8,10,-2,99,2,94,-10,-11,99

# Screens: PubChem BioAssay, several laboratories

# The list is partial; count on the stated rates, not on these rows.
